RXFP1 antag: RXFP1 (human) relaxin receptor antagonism. HEK293-RXFP1, relaxin-stimulated cAMP HTRF, 30 min; hits give low values. 350,000 tested, 0.59% active. activity change, negative = inhibition, % at 57.5 µM. Q9HBX9;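 active means activity change of -60% or lower, but not beyond a set lower limit; inconclusive means change between -60% and -40%, or beyond the set limit; inactive means change above -40%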; further: on the % scale 0 is the no-effect control and ±100 the full control effect
Target sequence (Q9HBX9 whole entry, looked up): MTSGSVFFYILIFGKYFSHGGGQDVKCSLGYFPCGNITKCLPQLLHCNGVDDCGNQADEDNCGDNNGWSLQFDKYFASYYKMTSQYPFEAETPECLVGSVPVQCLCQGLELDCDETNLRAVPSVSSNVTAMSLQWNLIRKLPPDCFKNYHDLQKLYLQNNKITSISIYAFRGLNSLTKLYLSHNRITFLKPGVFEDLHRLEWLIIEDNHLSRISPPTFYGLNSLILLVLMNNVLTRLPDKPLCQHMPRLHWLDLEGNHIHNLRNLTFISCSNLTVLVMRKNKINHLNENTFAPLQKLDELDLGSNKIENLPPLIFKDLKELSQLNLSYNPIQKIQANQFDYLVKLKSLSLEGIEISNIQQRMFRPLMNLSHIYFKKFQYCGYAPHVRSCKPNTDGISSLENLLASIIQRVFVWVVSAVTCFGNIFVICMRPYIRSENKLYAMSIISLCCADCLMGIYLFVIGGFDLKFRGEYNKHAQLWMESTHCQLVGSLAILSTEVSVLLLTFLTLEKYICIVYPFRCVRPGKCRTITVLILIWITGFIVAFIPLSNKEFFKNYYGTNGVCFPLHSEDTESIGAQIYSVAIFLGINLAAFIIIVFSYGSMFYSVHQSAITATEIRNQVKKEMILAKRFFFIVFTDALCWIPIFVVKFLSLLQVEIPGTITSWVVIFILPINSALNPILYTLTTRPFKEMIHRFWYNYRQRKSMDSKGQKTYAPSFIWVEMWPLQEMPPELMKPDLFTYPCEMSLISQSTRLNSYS
Pol kappa inh: inhibitors of human DNA polymerase kappa. purified Pol kappa, fluorescent DNA synthesis assay, 10 min. Potency, µM (series often up to 107 µM), for the others: at the highest dose activity, negative = inhibition, most hits filed as inhibitors. 400,000 tested, 0.53% active. AID 588579; further: potency means the concentration at half of the fitted maximal effect; on the % scale 0 is the no-effect control and ±100 the full control effect
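Fluorescent qHTS in 1536-well format: enzyme (10 nM) and compound sat 15 min at room temperature before 50 nM substrate (final) was added. Signal taken at 0 and 10 min; no-enzyme buffer wells were negative controls.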
APE1 inh: APE1 (human) endonuclease inhibition | P27695 | recombinant APE1, TAMRA/BHQ-2 abasic DNA cleavage fluorescence | Potency, µM (titrated, usually from 65.8 µM), inactives show top-dose activity change, negative = inhibition, actives largely listed as inhibitors | 350,000 tested, 0.35% active | AID 2517;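 further: potency means the concentration at half of the fitted maximal effect; plate controls were vehicle for no effect and reference inhibitor for full effect; nearly all actives have a fitted effect of over 55% in size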
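0.75 nM APE1 + cpd, 15 min RT; start w/ 50 nM TAMRA/BHQ-2 THF-abasic dsDNA; kinetic fluor 525/598 nm ×3 reads @60 s; Δ(read3−read1); normalized to DMSO and NSC13755 control wells.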
Pol beta inh: blocks human DNA polymerase beta activity; 340,000 tested, 1.3% active; Pol beta primer extension/strand displacement, fluorescence kinetic; Potency, µM (titrated, usually from 114 µM), without a hit: at the top dose activity change, negative = inhibition, actives largely listed as inhibitors; P06746; further: potency means the concentration at half of the fitted maximal effect; on the % scale 0 is the no-effect control and ±100 the full control effect
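Preincubation: enzyme (10 nM) with compound, 15 min, RT. Reaction: substrate added to 50 nM final. Reads: 0 and 10 min. Analysis: normalized, Hill fit.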
POLH inh: DNA polymerase eta (human) inhibition; recombinant Pol eta, fluorescent DNA replication assay; 390,000 tested, 1.2% active; Potency, µM (titrated, usually from 114 µM), inactives show at the top dose activity change, negative = inhibition, hits mostly inhibitors; AID 588591; further: potency means the concentration at half of the fitted maximal effect; on the % scale 0 is the no-effect control and ±100 the full control effect
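Pol eta (10 nM) was preincubated with compounds for 15 min at room temperature, after which fluorescent replication substrate (50 nM final) was added to start the reaction. Fluorescence was read kinetically at 0 and 10 min.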
Pol iota inh: inhibitors of human DNA polymerase iota. Q9UNA4. Pol iota fluorescent replication assay, 10 min. Potency, µM (doses to about 115 µM), for inactives: at the highest dose activity, negative = inhibition, usual class: inhibitors. 390,000 tested, 1% active. AID 588590; further: potency means the concentration at half of the fitted maximal effect
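Fluorescent replication assay read twice, at 0 min and 10 min after adding 50 nM (final) substrate. Enzyme (10 nM) and compounds were first incubated 15 min at room temperature; enzyme-free buffer wells were negative controls.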
Anesthetic bind: candidate novel general anesthetic via apoferritin binding; P02791; apoferritin/1-aminoanthracene competitive binding, fluorescence; 350,000 tested, 0.074% active; Potency, µM (top dose mostly 77.5 µM), for inactives: at the top dose activity change, negative = displacement, actives largely listed as inhibitors; AID 485281; further: potency means the concentration at half of the fitted maximal effect; on the % scale 0 is the no-effect control and ±100 the full control effect; nearly all actives have a fitted effect of over 20% in size
Target sequence (P02791 2-175 limits assumed): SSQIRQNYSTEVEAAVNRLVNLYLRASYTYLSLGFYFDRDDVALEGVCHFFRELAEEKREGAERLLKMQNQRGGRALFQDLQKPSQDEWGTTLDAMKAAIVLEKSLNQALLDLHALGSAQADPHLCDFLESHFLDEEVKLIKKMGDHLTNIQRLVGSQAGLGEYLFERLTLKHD
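Horse-spleen apoferritin (10 uM) in 50% saturated 1-aminoanthracene in PBS was incubated 10 min at room temperature with compound. Fluorescence (ex 380, em 535 nm) was normalized to free and bound 1-AMA, with concentration-response fitted by a four-parameter Hill equation.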
Tb PGK inh: T. brucei PGK inhibition; P07378; PGK/GAPDH coupled, Kinase-Glo luminescence, 60 min; Potency, µM (titrated, usually from 57.5 µM), inactives show at the top dose activity change, negative = inhibition, actives largely listed as inhibitors; 380,000 tested, 0.043% active; AID 602233; further: potency means the concentration at half of the fitted maximal effect; on the % scale 0 is the no-effect control and ±100 the full control effect; nearly all actives have a fitted effect of over 60% in size
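Luminescent ATP detection (Kinase-Glo Plus) follows a 60-minute room-temperature incubation, with wells lacking PGK as controls. Buffer: 100 mM TEA (pH 7.6), 5 mM MgCl2, 0.01% Tween-20. Coupling enzyme GAPDH (100 nM final) supplies unstable 1,3-BPG in-well.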
BLM helicase inh: blocks DNA unwinding by human BLM helicase; recombinant BLM DNA unwinding, fluorescence dequenching; Potency, µM (doses to about 56.1 µM), inactives show at the top dose activity change, negative = inhibition, actives largely listed as inhibitors; 350,000 tested, 0.2% active; AID 2528;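 further: potency means the concentration at half of the fitted maximal effect; plate controls were vehicle for no effect and no enzyme for full effect; nearly all actives have a fitted effect of over 35% in size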
Numbers without * were called inactive; i = inactive; u = inconclusive; x = no result given; & = joins results of further samples; [ ] = dose if it differs, or a comment. Unless noted, the call rests on the fitted dose curve; in most records, active means well fitted curve in the direction sought with a large enough effect; inconclusive means small, poorly fitted or top-dose-only effect, or another doubt; inactive means no such curve, though single readings can be large; an effect the other way counts as inactive or inconclusive. The list is partial; the hit share may differ from the screen's.

SMILES | RXFP1 antag | Pol kappa inh | APE1 inh | Pol beta inh | POLH inh | Pol iota inh | Anesthetic bind | Tb PGK inh | BLM helicase inh
Cc1ccc2scc(N3CCCC(C)C3)c(=O)c2c1 (stereo not given) | x | -14%[60.1 µM] | x | -26% | -20% | 8% | -11% | -9% | 0%
C#CCOc1nc2c(c(=O)n(C)c(=O)n2C)n1Cc1ccccc1 | 4 | 7% | 2% | 26% | -14% | 40% | -1% | i | 0%
CCC(=O)Nc1ccccc1-c1nc2ccccc2n(CC(=O)c2ccc(C)c(C)c2)c1=O | -8 | -16% | x | 2% | -2% | 21% | -2% | 0% | -5%
CC(OC(=O)c1cccc(N2C(=O)c3ccccc3C2=O)c1)C(=O)Nc1ccc(N(C)C)cc1 (stereo not given) | -10 | -1% | -4% | -9% | -14% | -11% | 3% | -8% | -1%
CCc1ccc(-c2ccc(SCC(=O)NCC3CCCO3)nn2)cc1 (stereo not given) | -14 | -4% | -2% | 2% | -6% | 149%[activator] | -8% | i | -1%
CC1CCCCN1C(=O)COC(=O)/C=C/c1ccc2ccccc2n1 (stereo not given) | -1 | -3% | 0% | -15% | -7% | 6% | u | -4% | 1%
COc1ccccc1NC(=O)CCn1nc(-c2ccccc2OC)c2c(C)cc(C)nc21 | x | -10% | x | 7% | -13% | 7% | 61%[activator] | 8% | -3%
Cc1cc(=O)n2c(C(=O)Nc3ccc(C)c(Cl)c3)c(C(=O)Nc3ccccc3)sc2n1 | 5 | 3% | x | 3% | -10% | 1% | -21% | 15% | -4%
Cc1oc(-c2ccc(Cl)cc2)nc1CN1CCCC(C(=O)N2CCN(C(=O)c3ccco3)CC2)C1 (stereo not given) | -7 | -7% | 1% | 7% | -5% | 9% | -11% | -2% | 0%
Cc1ccc2cccc(OCC(=O)N3CC(C)CC(C)C3)c2n1 (stereo not given) | 2 | -4% | -10% | -23% | -4% | 63%[activator] | -15% | -2% | -2%
Cc1ccc(CNC(=O)CCc2ccc(S(=O)(=O)NCC(C)C)cc2)cc1 | -10 | 4% | -3% | -2% | -12% | 71%[activator] | -5% | i | -5%
COC(=O)c1scc(-c2ccc(C)cc2)c1S(=O)(=O)Nc1cccc(C(F)(F)F)c1 | -10 | 0% | x | 28% | -2% | -16% | -18% | -10% | 0%
CC(=O)CC(=O)Nc1ccc(C(N)=O)cc1 | -2 | -13% | 4% | 0% | -2% | 38%[activator] | -17% | 5% | -5%
COc1ccc(-n2c(CCc3ccccc3)nnc2SCC(=O)NCc2ccccc2)cc1 | 2 | -10% | -3% | -12% | -4% | 6% | -18% | 1% | -21%
CN1C(=O)/C(=N/OC(=O)c2ccccc2Br)c2ccccc21 | -6 | -12% | 3% | 11% | -1% | -21% | -13% | 3% | -6%
Cc1ccc(C(=O)NC(=S)Nc2ccccc2C(F)(F)F)cc1C | 4 | -1% | 1% | 16% | -25% | -8% | u | -7% | -11%
COc1ccccc1CNC(=O)N/C=C/c1ccc(Cl)cc1 | -16 | -8% | -6% | 20% | -5% | 85%[activator] | -10% | -5% | -2%
CN(c1cccc(NC(=O)c2ccc(C(C)(C)C)cc2)c1)S(C)(=O)=O | 3 | -20% | -5% | 2% | -14% | 11% | -12% | -12% | -17%
C=CCN1C(=O)C(Cc2ccccc2Cl)SC1=Nc1ccc(C(=O)O)cc1 (stereo not given) | 9 | -3% | -5% | 0% | 39%[activator] | -2% | -2% | i | -3%
C[C@H](NC(=O)NCc1ccc(F)cc1)C(=O)O | 0 | -13% | 5% | 3% | -8% | 19% | -7% | 0% | 4%

In the list so far, these have a COOH group.
SMILES | RXFP1 antag | Pol kappa inh | APE1 inh | Pol beta inh | POLH inh | Pol iota inh | Anesthetic bind | Tb PGK inh | BLM helicase inh
C=CCN1C(=O)C(Cc2ccccc2Cl)SC1=Nc1ccc(C(=O)O)cc1 (stereo not given) | 9 | -3% | -5% | 0% | 39%[activator] | -2% | -2% | i | -3%
C[C@H](NC(=O)NCc1ccc(F)cc1)C(=O)O | 0 | -13% | 5% | 3% | -8% | 19% | -7% | 0% | 4%

2 of these compounds, set out differently.
canonical_smiles	RXFP1 antag	Pol kappa inh	APE1 inh	Pol beta inh	POLH inh	Pol iota inh	Anesthetic bind	Tb PGK inh	BLM helicase inh
CN(c1cccc(NC(=O)c2ccc(C(C)(C)C)cc2)c1)S(C)(=O)=O	3	-20%	-5%	2%	-14%	11%	-12%	-12%	-17%
C=CCN1C(=O)C(Cc2ccccc2Cl)SC1=Nc1ccc(C(=O)O)cc1 (stereo not given)	9	-3%	-5%	0%	39%[activator]	-2%	-2%	i	-3%

Next section:
SMILES | RXFP1 antag | Pol kappa inh | APE1 inh | Pol beta inh | POLH inh | Pol iota inh | Anesthetic bind | Tb PGK inh | BLM helicase inh
S=C1SCN(Cc2cccnc2)CN1Cc1ccccc1 | -18 | -8% | 9% | -25% | -22% | 76%[activator] | -9% | -1% | 0%
CCOc1ccc(CC(=O)C2=C(N3CCOCC3)CC(C)(C)CC2=O)cc1OCC | 7 | -2% | -10% | 29% | -9% | 0% | -6% | i | -4%
COc1ccccc1N1CCN(C(=O)C(C)NC(=O)c2ccco2)CC1 (stereo not given) | 4 | -14% | 32% | x | -23% | 33%[activator] | x | -2% | x
CCC(C)NC(=O)CCCc1nnc2n(CC(C)C)c(=O)c3sccc3n12 (stereo not given) | 3 | 4% | x | 27% | -10% | 18% | -3% | 11% | -1%
Cc1c(NC(=O)CN2c3cccc4cccc(c34)S2(=O)=O)c(=O)n(-c2ccccc2)n1C | 2 | -4% | 1% | -14% | -16% | -3% | -8% | i | -9%
CCn1cc(C(=O)N2CCN(c3ccccc3)CC2)c(=O)c2cc(S(=O)(=O)N(C)C3CCCCC3)ccc21 | x | 2% | x | 4% | -24% | 17% | -15% | 9% | -3%
CCCc1cc(=O)n2[nH]c(NCc3cccs3)nc2n1 | -9 | -18% | -1% | 3% | -9% | 4% | 16% | -2% | 1%
C=CCn1c(CCC(=O)Nc2ccc(C)c(Cl)c2)nnc1SCC(=O)Nc1ccccc1C | 16 | -5% | -3% | -26% | -1% | 19% | -11% | x | -4%
O=[N+]([O-])c1ccc2cn[nH]c2c1 | x | -5% | 17%&-11% | 51% | -17% | 31% | -11% | -7% | -6%&1%
CC(C)C(=O)NC(c1ccccc1)c1cc([N+](=O)[O-])c2cccnc2c1O (stereo not given) | -31 | -12% | -5% | u | -10% | 19% | -2% | -1% | -12%
CN(c1ccc(OCC(=O)O)cc1)S(=O)(=O)c1ccc2ccccc2c1 | -4 | 6% | 33% | 1% | -10% | 6% | -3% | -2% | 1%
COc1ccc(-n2nc3cc(C)c(NC(C)=O)cc3n2)cc1 | -1 | -7% | 6% | 37% | 2% | -7% | -1% | -15% | 1%
Cn1c(=O)c2ncn(CC(=O)O)c2n(C)c1=O | 2 | -6% | 4% | -10% | -15% | -13% | 9% | 4% | -2%
CCCCNC(=S)N(C)N=C1CCC(c2ccccc2)CC1 (stereo not given) | -8 | -10% | -6% | -17% | -14% | 17% | u | 1% | -9%
Cc1cc(=O)n2cccc(O)c2n1 | 3 | -9% | 18% | 24% | -1% | 23% | 113%[activator] | 0% | -1%
CCOc1ccc(C(=O)NC2CC(C)(C)NC(C)(C)C2)cc1 | -3 | 8% | 22% | -1% | -10% | 59%[activator] | -2% | 1% | -4%
Cc1cc(C(=O)Nc2c(C)n(C)n(-c3ccccc3)c2=O)c2ccccc2n1 | -1 | 4% | 10% | 27% | -4% | u | -8% | 2% | -2%
CC(C)(O)C#Cc1ccc(C(=O)NCc2ccccc2)s1 | 8 | -3% | x | x | -13% | 12% | x | 3% | x
Cc1ccc(C2C=C(c3ccc(Cl)cc3)Nc3nc(NS(=O)(=O)c4ccccc4)nn32)cc1 (stereo not given) | -10 | -13% | x | u | u | u | 463%[activator] | -14% | -9%
Cn1cc(CN2CCCC(C(=O)Nc3ccc(-c4cccc(F)c4)cc3)C2)cn1 (stereo not given) | -2 | -27% | -7% | 51% | -19% | -21% | u | -4% | -10%
COc1ccc(OCC(=O)NNC(=O)c2cccs2)cc1 | 0 | -3% | 0% | 3% | 9% | 12% | -8% | 9% | -5%

Six entries already listed, sorted by the number in POLH inh, highest first:
Molecule | POLH inh
CC(=O)CC(=O)Nc1ccc(C(N)=O)cc1 | -2%
CC1CCCCN1C(=O)COC(=O)/C=C/c1ccc2ccccc2n1 (stereo not given) | -7%
C[C@H](NC(=O)NCc1ccc(F)cc1)C(=O)O | -8%
CC(C)(O)C#Cc1ccc(C(=O)NCc2ccccc2)s1 | -13%
C#CCOc1nc2c(c(=O)n(C)c(=O)n2C)n1Cc1ccccc1 | -14%
Cc1ccc(C(=O)NC(=S)Nc2ccccc2C(F)(F)F)cc1C | -25%
